Compound activity (PubChem)
S1P4 antag = S1P4 receptor antagonists, primary screen, cell-based | Sphingosine 1-phosphate receptor 4 (Homo sapiens), O95977 | S1P4-expressing cells, antagonist mode, reporter read-out | inhibition, % at 4.98 µM | 0.26% of 220,000 active | AID 1510, 2009; in the data active = inhibition above about 29%;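 note: 0% = wells stimulated with agonist and 100% = vehicle wells without agonist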
S1P4 ag = S1P4 receptor agonists, primary screen, cell-based; Sphingosine 1-phosphate receptor 4 (Homo sapiens), O95977; S1P4-expressing cell line, agonist reporter assay; activation, % at 4.98 µM; 0.35% of 220,000 active; AID 1509, 2009; in the data active = activation above about 11%;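 note: 0% = DMSO vehicle and 100% = reference agonist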
TRPML3 agonist = human TRPML3 channel agonists, primary screen, cell-based, HEK293 TRPML3-YFP, Fluo-8 calcium fluorescence, 3 µM; Mucolipin-3 (Homo sapiens), Q8TDD5; 100% = the carbachol control signal; activation, % at 3 µM; 0.29% of 220,000 active;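 active = activation above its plate's cutoff, the mean activation of the plate's test wells plus 3 SD, cut at about 12% in these data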;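 note: 0% = DMSO only wells and 100% = carbachol wells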
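Material: TRPML3-YFP stable HEK293 cells | Dosing: One concentration, 3 µM nominal, 0.3% DMSO | Timing: 125 s total fluorescence read per well | Technique: Fluo-8 calcium dye fluorescence, ex 470-495, em 515-575 nm | Measure: Percent activation from peak-to-basal fluorescence ratio, scaled between DMSO and carbachol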
NPY-Y1 antag = NPY-Y1 receptor antagonists, primary screen, cell-based; inhibition, % at 3.6 µM; HEK293-CNG Y1 cells, membrane potential fluorescence; NPY at EC95, then isoproterenol; 1% of 200,000 active; AID 1040, 2008; Neuropeptide Y receptor type 1 (Homo sapiens), P25929;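 active = inhibition above the campaign mean inhibition of all tested compounds plus 3 SD, cut at about 20% in these data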;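 note: 0% = DMSO wells given NPY plus isoproterenol and 100% = isoproterenol alone without NPY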
Target sequence (P25929 whole entry, looked up): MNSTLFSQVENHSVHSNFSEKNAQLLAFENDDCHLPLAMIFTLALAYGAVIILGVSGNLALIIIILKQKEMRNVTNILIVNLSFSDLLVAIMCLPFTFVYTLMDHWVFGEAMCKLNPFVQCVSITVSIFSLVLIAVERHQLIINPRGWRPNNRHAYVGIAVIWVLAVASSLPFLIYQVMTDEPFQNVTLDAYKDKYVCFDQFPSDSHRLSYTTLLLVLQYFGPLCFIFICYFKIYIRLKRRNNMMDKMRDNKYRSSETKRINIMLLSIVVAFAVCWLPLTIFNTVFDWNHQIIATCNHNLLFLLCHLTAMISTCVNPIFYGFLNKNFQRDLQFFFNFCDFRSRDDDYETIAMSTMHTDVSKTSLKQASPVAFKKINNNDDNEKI
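Material: HEK293 cells with Y1 receptor plus CNG channel; times: compound incubation 1 h at room temperature, readout 45 min post-stimulation; signal: fluorescence, membrane potential probe; read-out basis: fluorescence ratio normalized to % inhibition between controls; benchmarks: full-block control isoproterenol-only wells, zero-block control NPY plus isoproterenol wells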
NPY2 pot ag = NPY-Y2 potentiators or agonists, primary screen, cell-based; Neuropeptide Y receptor type 2 (Homo sapiens), P49146; cells expressing NPY-Y2, potentiator/agonist read-out; activation, % at 3.6 µM; 0.45% of 220,000 active; AID 1359, 2008; in the data active = activation above about 27%;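 note: cells stimulated with NPY near EC25 plus isoproterenol at EC100; 0% = vehicle plus submaximal agonist and 100% = vehicle plus saturating agonist; some results beyond the cut were filed as inactive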
NPY-Y1 PAM-ag = NPY-Y1 receptor potentiators or agonists, primary screen, cell-based. AID 1304, 2008. Neuropeptide Y receptor type 1 (Homo sapiens), P25929. NPY-Y1 expressing cells, potentiator/agonist activation. activation, % at 3.6 µM. 0.37% of 220,000 active; in the data active = activation above about 33%, passing the limit was not always enough;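 note: cells stimulated with NPY at EC10 then isoproterenol at EC100; 0% = low agonist plus stimulus and 100% = saturating agonist plus stimulus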
TRPN1 ag = zebrafish TRPN1 channel agonists, primary screen, cell-based, HEK293, calcium fluorescence | transient receptor potential cation channel N1 (TRPN1/NompC), Danio rerio | HEK293 zebrafish TRPN1-YFP, Fluo-8 calcium fluorescence; 100% = response to 87 µM carbachol | activation, % at 3 µM | 0.18% of 220,000 active | AID 1424, 2008;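 active = activation above its plate's cutoff, the mean activation of test wells on that plate plus 3 SD, cut at about 19% in these data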;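 note: 0% = DMSO alone and 100% = 87 µM carbachol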
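System: zebrafish TRPN1-YFP in HEK293 cells / Dosing: 3 µM single point / Timing: dye loading 1 h at 37 °C, then 30 min room temperature / Signal: Fluo-8 calcium fluorescence, excitation 470-495 nm, emission 515-575 nm / Read-out basis: percent activation from peak over basal fluorescence ratio, control-normalized / Control set: high carbachol 87 µM, low DMSO alone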
CHOP inh = inhibitors of CHOP promoter induction, primary screen, cell-based, unfolded protein response, luciferase reporter | CHO-K1 CHOP-promoter luciferase, tunicamycin-induced, 15-18 h | inhibition, % at 10 µM | 3.8% of 220,000 active;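 active = compounds that reduced the stress-induced luciferase reporter signal by more than about 70% of percent inhibition, limit read from the data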;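 note: 0% = tunicamycin plus vehicle and 100% = wells without tunicamycin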
EP2 modulator = EP2 receptor modulators, cAMP readout, primary screen, cell-based, HTRF cAMP, PGE2 stimulation. Prostaglandin E2 receptor EP2 subtype (Homo sapiens), P43116. induction, % at 25 µM. AID 940, 2007. 0.83% of 260,000 active. EP2-expressing cells, cAMP HTRF FRET, PGE2 co-stimulation;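 active = compounds whose cAMP rise, as percent of the full-agonist control response, exceeds 60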;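 note: rat C6 glioma line stably carrying human EP2 under a CMV promoter; the protocol text gives 20 µM as final concentration; 100% = response of wells given 1 µM PGE2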
Target sequence (P43116 whole entry, looked up): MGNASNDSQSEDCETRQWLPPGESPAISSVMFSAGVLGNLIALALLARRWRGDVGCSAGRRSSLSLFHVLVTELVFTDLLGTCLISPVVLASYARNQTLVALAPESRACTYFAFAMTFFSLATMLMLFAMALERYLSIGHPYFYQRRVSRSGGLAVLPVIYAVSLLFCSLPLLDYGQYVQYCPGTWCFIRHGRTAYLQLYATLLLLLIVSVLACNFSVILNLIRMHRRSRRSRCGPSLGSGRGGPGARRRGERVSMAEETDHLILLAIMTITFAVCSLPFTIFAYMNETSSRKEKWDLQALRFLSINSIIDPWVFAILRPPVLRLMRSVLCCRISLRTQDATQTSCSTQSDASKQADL
* marks the source's active call; other numbers are inactive results; / = no result given; & = joins results of further samples. Compounds as they come, and some 6.5% of all compounds hit somewhere here.

Order of values – S1P4 ag	NPY-Y1 PAM-ag	S1P4 antag	TRPN1 ag	CHOP inh	TRPML3 agonist	NPY2 pot ag	NPY-Y1 antag	EP2 modulator
- CCC(C)n1c(SC(C)C#N)nc2ccccc2c1=O (stereo not given)
 : 0.1	0.2	0.3	-1.6	-4.4	-0.2	-9.0	1.9	28.9
- Cc1ccc(NS(=O)(=O)c2ccc(NC(=O)c3ccc(Br)o3)cc2)c(C)c1
 : 1.7	-8.3	-7.3	4.8	67.8	1.8	-3.0	-2.5	-27.1
- COc1ccccc1CN(C)C(=O)C1COc2ccccc2O1 (stereo not given)
 : 0.6	-4.2	-7.0	-1.0	3.0	-0.3	12.0	-1.1	27.8
- Cc1ccc(OCC(=O)N2CCN(C(=O)c3ccco3)CC2)cc1
 : 0.9	-4.4	-15.5	1.0	-2.4	0.5	3.8	3.0	10.2
- C=CCSc1nc(N)c(C(=O)Nc2ccccc2)cc1C#N
 : 0.4	-14.1	-17.1	-1.1	70.5*	0.7	0.5	2.7	25.4
- Cc1oc(C(C)(C)C)cc1C(=O)NC(Cc1ccccc1)C(=O)O (stereo not given)
 : 0.0	0.9	12.6	0.1	-40.7	1.3	18.0	1.9	-22.8
- COc1ccc(C(C)=O)cc1COC(=O)Cn1cnc2ccccc2c1=O
 : 1.4	20.4	-2.4	1.9	23.1	0.3	8.9	-4.9	-13.5
- COc1ccc2nc(C)c3cc(C)oc3c2c1
 : -1.1	9.0	-7.7	0.7	12.1	0.0	17.4	2.8	9.3
- O=C(NC(=S)N1CCN(c2ccc(O)cc2)CC1)c1cccs1
 : -0.1	1.8	-0.9	0.7	5.2	4.7	7.8	/	-7.3
- Cc1cc(-c2nnc3n2CCCCC3)c(C)n1-c1ccccc1
 : 1.5	17.1	13.8	1.0	21.3	-0.2	5.6	1.5	-5.5
- O=C(O)CCN1C(=O)/C(=C\c2cccc(OCC(=O)Nc3ccc(Cl)cc3)c2)SC1=S
 : -0.7	-1.4	-4.2	-0.1	4.7	0.2	-0.6	/	-18.8
- Cc1cccc(-c2c3c(=O)n(C)c(=O)n(C)c3cn2C2CCCCC2)c1
 : 1.4	13.1	-23.7	-1.1	45.8	-0.2	-2.9	-0.5	55.0
- Cc1ccc(NC(=O)CSCC(=O)NCCc2ccccn2)c(C)c1
 : 0.0	9.8	-13.9	-2.9	-0.1	0.3	-0.7	5.3	16.9
- CNC[C@H](O)c1cccc(O)c1
 : 1.3	16.0	-8.8	0.1	15.7&13.8	0.8	3.0	-2.1	19.7&45.4&30.8
- CCN(C#N)c1nc(NC(C)C)nc(NC(C)C)n1
 : 1.7	-7.7	-14.4	-1.2	32.8	0.3	14.9	-5.0	4.4
- Cc1ccc(N(CC(=O)NC(C)c2ccccc2)S(=O)(=O)c2cccs2)cc1 (stereo not given)
 : 1.6	27.1	-14.1	-2.0	36.2	-1.2	8.0	7.9	39.2
- CC1CCCCC1NC(=S)Nc1ccc(Cl)cc1Cl (stereo not given)
 : -2.4	-3.9	0.2	0.2	-13.7	2.2	-7.5	5.7	-35.2
- Cc1ccc2[nH]c(=O)c(CN(Cc3ccco3)C(=O)c3ccncc3)cc2c1
 : 0.6	-2.5	-0.1	-0.9	/	0.4	6.7	-0.7	-29.9
- O=C(Cn1cc2c(n1)CCCC2)NCCc1ccccc1
 : 3.6	-22.5	-10.1	0.7	26.2	0.5	-10.6	-2.8	6.8
- CCC(C)c1ccc(OCCN2CCCC2)cc1 (stereo not given)
 : -1.6	-23.9	2.3	-0.8	-24.7	1.1	-2.6	0.8	8.3
- Cn1c(=O)c(=O)n(C)c2cc(S(=O)(=O)Nc3ccc4c(c3)OCCO4)ccc21
 : -0.4	-6.6	-2.8	-0.8	34.6	0.5	5.1	-2.4	8.4
- CN(C(=O)COC(=O)c1cc(-c2ccc(Cl)s2)nc2ccccc12)C1CCS(=O)(=O)C1 (stereo not given)
 : -0.5	-13.0	-6.8	0.2	7.2	0.6	-2.9	4.2	23.9
- O=CN1CCc2scc[n+]2-c2ccccc21
 : -1.2	4.4	-11.8	-0.4	4.8	0.0	-0.4	0.0	43.4
- CCOC(=O)C1(Cc2ccc(OC)cc2)CCN(C(=O)CN2CCN(CC)CC2)CC1
 : -1.1	15.5	-22.9	0.0	19.9	0.6	-9.6	-1.4	-4.3
- Cc1ccc(S(=O)(=O)O/N=C2\CCCc3ccccc32)cc1
 : 1.3	-8.2	-19.2	0.7	11.7	0.6	-1.0	4.2	16.5
- O=C(O)c1cccc(Nc2c([N+](=O)[O-])c(=O)oc3ccccc23)c1
 : -0.2	-8.4	0.1	1.3	8.9	1.1	3.5	/	-2.7
- CC(C)Oc1ccc(C(=O)Nc2nnc(SCC(=O)N3CCOCC3)s2)cc1
 : -0.3	-24.3	-22.2	-0.8	66.0	1.1	-8.2	9.7	20.1
- S=C(NCc1cccnc1)Nc1ccc(Oc2ccccc2)cc1
 : -1.7	8.3	-6.7	7.2	23.0	2.3	13.7	-3.0	-36.1
- CC(C)CC(COCc1ccc(C(F)(F)F)cc1)N1CCN(C(=O)c2ccc(C(F)(F)F)cc2)CCC1=O (stereo not given)
 : 0.2	-17.0	2.4	0.9	19.9	0.1	-6.1	11.1	39.0
- CCCCC(=O)N/N=C/c1sccc1C
 : -0.8	-22.9	-8.8	-0.4	7.9	0.4	-1.5	-3.8	-13.9
- CCOc1ccccc1CN1CCC(CO)(CCOc2ccccc2)CC1
 : -1.6	-49.4	-7.5	-1.4	11.8	-0.2	-32.2	31.4*	-40.4
- O=C(COc1ccc(Cl)cc1)NCC(=O)N/N=C/c1cccs1
 : 1.2	7.6	-5.5	-0.1	19.1	0.4	-11.0	3.9	-39.3
- COc1ccc(CN(C)CC(=O)NC2CCCc3ccccc32)cc1OC (stereo not given)
 : 0.2	-13.8	0.7	-0.6	1.8	-0.1	-2.4	-2.1	8.6
- CC(=O)Nc1ccc(S(=O)(=O)N2CCN(CC(=O)NC3CCCC3)CC2)cc1
 : -0.2	14.6	-6.9	1.3	18.4	0.5	-14.9	8.0	2.4
- Cc1ccc(C)c(NC(=O)CSc2nnc(CSc3nc(C)cc(C)n3)n2Cc2ccco2)c1
 : 0.2	-9.7	1.1	1.7	29.6	-0.6	3.0	-3.1	21.4
- CCOC(=O)C1CCN(C(=O)COC(=O)c2cccc(F)c2)CC1
 : 1.1	-20.0	3.5	0.9	-0.3	0.0	-3.5	1.6	17.7
- CCN(CC)CC(O)COc1ccc2c(c1)OCO2 (stereo not given)
 : 0.1	-39.8	-0.1	0.3	33.5	1.0	-3.6	2.4	33.4
- COc1ccc(OC)c(Nc2nc(-c3sc(NC(=O)C(C)(C)C)nc3C)cs2)c1
 : 0.8	6.3	-19.1	0.0	38.4	2.6	14.0	-0.8	-38.3
- CCN(CC)C(=O)Cn1cc(S(=O)(=O)CC(=O)NC2CCCCC2)c2ccccc21
 : 0.2	4.6	3.2	-2.4	-6.1	0.4	2.6	3.8	16.5
- CCOc1nc(C)ccc1-c1noc(-c2ccccn2)n1
 : 0.5	4.8	-3.4	0.1	13.8	0.5	11.9	-6.3	8.8
- COc1cc(-c2nc(-c3ccccc3)c(-c3ccc(F)cc3)[nH]2)cc2c1OCO2
 : 1.3	-2.0	-6.2	-1.1	70.3*	0.8	12.4	-4.1	21.6
- CCN(CC(=O)NC(C)(C)C)C(=O)COc1c(Cl)cc(Cl)c2ccc(C)nc12
 : -0.7	-6.3	12.8	1.1	-6.2	1.3	12.8	/	-8.9
- Cc1cc(C)cc(NC(=O)N(CCC#N)Cc2cccs2)c1
 : 0.4	-13.6	10.8	0.2	7.0	0.2	-5.4	/	-29.7
- CN(C(=S)Nc1ccc(Oc2ccccc2)cc1)C1CCCCC1
 : -1.2	21.5	-22.9	-0.2	17.3	0.0	6.6	-4.5	-29.8
- COC(=O)c1ccc(CSc2nc3ccc(S(=O)(=O)N4CCOCC4)cc3[nH]2)cc1
 : 1.2	-10.1	-2.3	-0.8	9.4	-0.7	2.2	2.9	-7.4
- COc1ccc(N2CCN(C(=O)Cc3ccc(S(=O)(=O)N4CCOCC4)s3)CC2)cc1
 : -2.4	-0.5	-3.6	-0.7	-14.8	1.0	-6.7	-0.6	-23.0
- Cc1cc(C(=O)CSc2nnnn2-c2ccccc2)c(C)n1-c1ccc2c(c1)OCO2
 : -0.3	-36.1	-16.5	-0.2	18.9	0.9	-3.4	-0.1	23.2

Compound profiles, as listed above.
Shown for CCOc1nc(C)ccc1-c1noc(-c2ccccn2)n1 → S1P4 ag = 0.5; NPY-Y1 PAM-ag = 4.8; S1P4 antag = -3.4; TRPN1 ag = 0.1; CHOP inh = 13.8; TRPML3 agonist = 0.5; NPY2 pot ag = 11.9; NPY-Y1 antag = -6.3; EP2 modulator = 8.8
Shown for COc1ccccc1CN(C)C(=O)C1COc2ccccc2O1 (stereo not given) → S1P4 ag = 0.6; NPY-Y1 PAM-ag = -4.2; S1P4 antag = -7.0; TRPN1 ag = -1.0; CHOP inh = 3.0; TRPML3 agonist = -0.3; NPY2 pot ag = 12.0; NPY-Y1 antag = -1.1; EP2 modulator = 27.8
